High-throughput results from PubChem.
HCV NS3h FP – blocks HCV NS3 helicase binding to DNA | NS3h Cy5-dT15 DNA binding, fluorescence polarization | inhibition, % at 100 µM | 16,000 compounds, 1.6% hits;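 active means inhibition above the average over every tested compound plus 3 SD, cut at about 40% in these data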
Cy5 interf NS3h – counter-screen for HCV NS3 helicase inhibitors: fluorescence interference; Cy5-dT15 DNA with NS3h; actives lie on both sides; signal over control mean, under 1 quenches; fluorescence interference ratio at 100 µM; 16,000 compounds, 6% hits;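 active means compound fluorescence over control fluorescence at most 0.8, a quencher, or at least a set upper limit, an enhancer; inactive means ratio between 0.8 and the set upper limit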
* = called active by the depositor; & = joins results of further samples.

SMILES | HCV NS3h FP | Cy5 interf NS3h
O=S(=O)(Nc1ccc2c(c1)OCO2)c1ccc2ccccc2c1 | 16 | 0.9
NC(=O)C(F)(Cl)c1c(F)c(F)c(F)c(-c2ccccc2)c1-c1ccccc1 (stereo not drawn) | 13 | 0.91
NNc1nc(-c2ccccc2)c2cc(Br)ccc2n1 | -5 | 1
CCN1C(=O)/C(=C\c2cn(Cc3ccc(F)cc3)c3ccccc23)SC1=S | 12 | 1.1
c1ccc(-c2ccc(Oc3nc4ccccc4n4cnnc34)cc2)cc1 | 6 | 1
COc1ccc(-c2nn(-c3ccccc3)cc2/C=c2\sc3nc(-c4ccc(Cl)cc4)nn3c2=O)cc1 | 13 | 1.1
Cc1ccc(C(=O)N2CCN(c3ccc([N+](=O)[O-])cc3)CC2)cc1C | 3 | 0.95
C=CCc1c(C)nc2cc(-c3cccc(C)c3)[nH]n2c1=O | 13 | 0.87
COc1ccc(-c2nn3c(-c4ccc(OC)c(OC)c4)nnc3s2)cc1OC | 10 | 1.3*
CCOC(=O)Cc1nnc2c(NC(C)C)nc3nonc3n12 | 7 | 1.1

A different layout for 7 compounds above.
Structure	HCV NS3h FP	Cy5 interf NS3h
CCOC(=O)Cc1nnc2c(NC(C)C)nc3nonc3n12	7	1.1
CCN1C(=O)/C(=C\c2cn(Cc3ccc(F)cc3)c3ccccc23)SC1=S	12	1.1
Cc1ccc(C(=O)N2CCN(c3ccc([N+](=O)[O-])cc3)CC2)cc1C	3	0.95
NC(=O)C(F)(Cl)c1c(F)c(F)c(F)c(-c2ccccc2)c1-c1ccccc1 (stereo not drawn)	13	0.91
COc1ccc(-c2nn(-c3ccccc3)cc2/C=c2\sc3nc(-c4ccc(Cl)cc4)nn3c2=O)cc1	13	1.1
c1ccc(-c2ccc(Oc3nc4ccccc4n4cnnc34)cc2)cc1	6	1
C=CCc1c(C)nc2cc(-c3cccc(C)c3)[nH]n2c1=O	13	0.87

New compounds follow:
SMILES | HCV NS3h FP | Cy5 interf NS3h
O=C(/C=C/c1ccccc1)NC(=S)Nc1nc(-c2ccccc2)cs1 | -5 | 1.1
CC(C)(C)N=C1c2nn(Cc3ccccc3)nc2C(=NC(C)(C)C)c2nn(Cc3ccccc3)nc21 | 25 | 1
c1ccc(CCc2nc(-c3cccnc3)no2)cc1 | 3 | 1.1
Cc1ccc(N2C(=O)CC(NCc3cccc(Cl)c3)C2=O)cc1 (stereo not drawn) | 0 | 1.1
CC(NC(=O)C(=O)NC(C)C1COc2ccccc2O1)C1COc2ccccc2O1 (stereo not drawn) | 18 | 1
CCOc1ccc(C(=O)Nc2ccc(OC)cc2)cc1[N+](=O)[O-] | 16 | 0.96
CC(NS(=O)(=O)c1ccc2c(c1)OCCO2)C(=O)O (stereo not drawn) | -1 | 1.1
O=C1c2ccccc2C(=O)c2c1cccc2N1CCN(CCO)CC1 | 6 | 1.2*
COC1(/C(=C/C(=O)c2ccc(C)cc2)Nc2ccccc2)CCCCC1 | -6 | 0.95
CCCc1[nH]nc2c1C(c1ccccc1Br)C(C#N)=C(N)O2 (stereo not drawn) | 2 | 1
Cn1c(NC(=O)c2ccc([N+](=O)[O-])cc2Cl)cc(=O)n(C)c1=O | 6 | 1.1
CCOC(=O)C1CCN(Cc2c(O)ccc3ccccc23)CC1 | -11 | 1.1
CC(=O)Nc1ccc(Oc2ccc(C(=O)O)c(C(=O)O)c2)cc1 | 1 | 1
Cc1cccc(NC2=C(Cl)C(=O)N(c3cccc(Cl)c3Cl)C2=O)c1 | 16 | 0.98
Cc1cc(C)c(S(=O)(=O)Nc2cc(Br)c(O)c3ccccc23)c(C)c1 | 4 | 0.96
O=C1c2ccccc2C2(O)OC(c3ccccc3)=C(c3nc4ccccc4s3)C12O (stereo not drawn) | 0 | 1
CCCCOc1ccc(C(=O)NCCOc2ccccc2Cl)cc1 | 14 | 0.98
Cc1cc2nn(-c3ccccc3)nc2cc1N | 11 | 0.94
COc1ccc(-c2nnc(/C=C/c3ccccc3)o2)cc1 | 15 | 0.91
COc1ccc(N(CC(=O)NC(C)c2ccccc2)S(C)(=O)=O)c(OC)c1 (stereo not drawn) | 2 | 1.1
COc1ccc(N(CC(=O)Nc2cccc(C)c2)S(C)(=O)=O)c(OC)c1 | 4 | 1
CC1CCN(Cn2cnn(CN3CCC(C)CC3)c2=S)CC1 | 5 | 0.98
CCOC(=O)/C(C#N)=C\c1cn(-c2ccccc2)nc1-c1cc2ccccc2oc1=O | 6 | 0.94
COc1cc(/C=C2/SC(=S)N(C)C2=O)cc(Br)c1OCCOc1ccccc1C | -4 | 0.98
c1cnc(Nc2nc(-c3cccnc3)cs2)nc1 | -10 | 1
Cc1ccc(NC(=O)CN(c2ccc(Cl)cc2)S(C)(=O)=O)c(C)c1 | 23 | 1.1
Cc1ccc(C(=O)CCNc2cccc(Br)c2)o1 | 10 | 0.9
COc1ccc(CCNC2CC(=O)N(c3ccc(C)cc3)C2=O)cc1OC (stereo not drawn) | 2 | 1
O=C(NCc1cccs1)c1cc2n(n1)C(C(F)(F)F)CC(c1cccs1)N2 (stereo not drawn) | 8 | 1
CCOC(=O)/C(C#N)=C1/C=Cc2ccccc2N1CC | 1 | 0.96

Looked up one by one from the list above (2):
SMILES | HCV NS3h FP | Cy5 interf NS3h
COc1ccc(N(CC(=O)Nc2cccc(C)c2)S(C)(=O)=O)c(OC)c1 | 4 | 1
O=C(NCc1cccs1)c1cc2n(n1)C(C(F)(F)F)CC(c1cccs1)N2 (stereo not drawn) | 8 | 1

Following part.
SMILES | HCV NS3h FP | Cy5 interf NS3h
COCCCNC(=O)c1ccc(N(C)S(=O)(=O)c2ccccc2)cc1 | 4 | 1.1
CCc1ccccc1NC(=O)CC1S/C(=N/N=C(C)\C=C\c2ccc(OC)cc2)NC1=O (stereo not drawn) | -29 | 1.2*
C=CCOc1c(I)cc(/C=C2/C(=O)NC(=O)N(c3ccc(OC)cc3)C2=O)cc1OC | 8 | 1
CCCC(C)NC(=O)c1cc(Cl)ccc1Cl (stereo not drawn) | 7 | 1.2
Cc1nn2c3ccccc3n(C)c2c1C(=O)/C=C/c1ccccc1 | 14 | 1
O=C(COc1ccccc1)N1CCN(c2ccccc2)CC1 | -16 | 1.1
COc1ccc(N2C(=O)NC(=O)/C(=C\c3ccc(O)c(Cl)c3)C2=O)cc1 | 47* | 1.1
CC(=O)C(C)Oc1ccc2ccc(=O)oc2c1 (stereo not drawn) | 6 | 1.2
O=C1C2C3C=CC(C4CC34)C2C(=O)N1c1ccc(I)cc1 (stereo not drawn) | 3 | 1
COc1cccc(OCCNc2cc(Cl)ccc2[N+](=O)[O-])c1 | 10 | 1
COc1ccc(C(=O)COc2cc3c(C(=O)OC(C)C)c(C)oc3cc2Br)cc1 | 14 | 1
Cc1c(N2C(=O)S/C(=C\c3ccc(N(C)C)cc3)C2=O)c(=O)n(-c2ccccc2)n1C | 30 | 1
Cc1ccc(N2CC(C(=O)Nc3cc(C)ccc3C)CC2=O)cc1 (stereo not drawn) | -8 | 0.99
Cc1ccc(/C(N)=N\OC(=O)c2cccc(C)c2)cc1 | 20 | 0.93
CCc1ccc(CN2CCN(C(=O)CC(C)C)CC2)cc1 | -4 | 1
CCOc1cccc(-c2nnc(NC(=O)c3ccco3)s2)c1 | 5 | 1.1
O=C1NC(=Nc2cccc(O)c2)S/C1=C\c1ccc(F)cc1 | 7 | 1.1
CCOc1ccc(C(=O)Nc2cc3nn(-c4ccc(OC)cc4)nc3cc2C)cc1 | 8 | 1
COC(=O)c1ccc(NC(=O)C2CC(=O)N(c3ccc(C)cc3)C2)cc1 (stereo not drawn) | 6 | 1
CC1(C)OC2OC(COCc3ccccc3)C3OC(C)(C)OC3C2O1 (stereo not drawn) | 6 | 0.99

Of the compounds above, these contain two or more sulfur atoms.
SMILES | HCV NS3h FP | Cy5 interf NS3h
CCN1C(=O)/C(=C\c2cn(Cc3ccc(F)cc3)c3ccccc23)SC1=S | 12 | 1.1
O=C(/C=C/c1ccccc1)NC(=S)Nc1nc(-c2ccccc2)cs1 | -5 | 1.1
COc1cc(/C=C2/SC(=S)N(C)C2=O)cc(Br)c1OCCOc1ccccc1C | -4 | 0.98
O=C(NCc1cccs1)c1cc2n(n1)C(C(F)(F)F)CC(c1cccs1)N2 (stereo not drawn) | 8 | 1

Marked active in HCV NS3h FP, of those listed so far:
| SMILES | HCV NS3h FP |
| --- | --- |
| COc1ccc(N2C(=O)NC(=O)/C(=C\c3ccc(O)c(Cl)c3)C2=O)cc1 | 47* |

The list goes on.
SMILES | HCV NS3h FP | Cy5 interf NS3h
COc1ccc(C(=O)/C=C/Nc2ccc(Br)c(C)c2)cc1 | 7 | 1.1
CCOc1c(Br)cc(/C=C(\C#N)c2nn(CCO)c(N)c2C#N)cc1OC | -25 | 0.79*
CC(=O)NS(=O)(=O)c1ccc(NS(=O)(=O)c2ccc(C)cc2)cc1 | -1 | 0.98
CCOC(=O)c1c(C)oc2ccc(OCc3cccc(F)c3)cc12 | 14 | 0.88
CCc1ncc(C(O)c2ccccc2OC)n1C (stereo not drawn) | -9 | 0.9
Cc1ccc(/C=N\N=C2\NC(=O)C(C)S2)cc1 (stereo not drawn) | 4 | 1.1
COc1ccc2oc(C(F)F)cc(=O)c2c1 | 1 | 1.1
COc1ccccc1N(CC(=O)Nc1cccc(C)c1C)S(=O)(=O)c1ccccc1 | 12 | 0.99
O=C1C(=O)N(c2cccc([N+](=O)[O-])c2)C(c2ccc(F)cc2)C1=C(O)c1ccccc1 (stereo not drawn) | 0 | 0.95
Cc1ccc(C2=C(C#N)C(N)=C(C#N)C3=CCCC32)c(C)c1 (stereo not drawn) | 18 | 0.95
O=S(=O)(c1ccc(Cl)cc1)N1CCN(c2ccccn2)CC1 | 10 | 1
CC(CCC(=O)Nc1nc2ccccc2s1)CC(=O)Nc1nc2ccccc2s1 (stereo not drawn) | 7 | 0.98
Cc1cc(OCC(=O)Nc2ccc(O)c(-c3nc4ccccc4o3)c2)cc(C)c1Cl | 9 | 1
CC(C)(C)C(=O)NCC12C=CC(O1)C1C(=O)N(c3ccccc3)C(=O)C12 (stereo not drawn) | -1 | 1
CSc1ccc(S(=O)(=O)N(CC(=O)Nc2cccc(C(C)=O)c2)c2ccc(C)cc2)cc1 | 11 | 0.92
COc1ccc(C2CC(C(F)(F)F)n3nc(C(=O)NCCCN4CCOCC4)c(Cl)c3N2)cc1OC (stereo not drawn) | -1 | 1.1
CCC(C)c1ccc(OCCOc2ccc(C=C3C(=O)NC(=S)NC3=O)cc2OC)cc1 (stereo not drawn) | 5 | 0.85
Cc1cc(/C=C2\SC(=S)NC2=O)c(C)n1-c1cccc([N+](=O)[O-])c1 | 6 | 0.91
CC(=O)Nc1ccc(S(=O)(=O)NC(=O)CC(C)C)cc1 | -2 | 1.1
CC(=O)c1ccc(NC(=S)NC(=O)c2ccccc2)cc1 | 24 | 0.89
Cc1ccc(C)c(S(=O)(=O)n2ccnc2C(C)C)c1 | 5 | 1.1
COc1ccc(/C=C/c2[nH]c(=O)[nH]c(=O)c2[N+](=O)[O-])cc1[N+](=O)[O-] | 14 | 1
O=[N+]([O-])c1ccc(N2CCN(S(=O)(=O)c3ccccc3)CC2)cc1NCCOc1ccccc1 | 14 | 0.9
CC(=O)N1C(=S)NC(=O)/C1=C\c1cccnc1 | 2 | 0.95
CC1=C(C(=O)Nc2ccccc2)C(c2cccs2)C(C#N)=C(SCC(=O)c2ccccc2)N1 (stereo not drawn) | 7 | 0.96
Cc1nc2cc(S(N)(=O)=O)ccc2n1-c1ccccc1 | 1 | 0.99
CCOc1cc(/C=C2/SC(=S)N(C)C2=O)ccc1OCCOc1ccc(C)c(C)c1 | -5 | 0.95
CCOC(=O)N1CCN(C(=O)COc2ccc3ccccc3c2)CC1 | 4 | 1.1
CC(=O)N(C1=C(N2CCOCC2)C(=O)c2ccccc2C1=O)c1ccc(C(=O)O)cc1 | -13 | 0.93
CCn1c(-c2ccc(OC)cc2)n[nH]c1=S | 3&-2 | 1&1
O=C(c1ccccc1)c1ccc(N2CCOCC2)c([N+](=O)[O-])c1 | 14 | 0.98
COc1ccccc1N(CC(=O)N1CCCC1)S(=O)(=O)c1ccccc1 | 2 | 1.1
Cc1nc2sc3c(c2c(=O)[nH]1)CCCC3 | 14 | 0.93
CN1CCN(c2ccc([N+](=O)[O-])c(NC(c3ccccc3)c3ccccc3)c2)CC1 | 10 | 0.92
Cc1cccc(C(C)C)c1NC(=O)CCCOc1ccc(Cl)cc1Cl | 5 | 1
CC(=O)NC1=NC(=O)/C(=C/c2cc(Cl)ccc2OCc2c(F)cccc2Cl)S1 | 5 | 0.77*
COc1ccc(C(=O)Nc2ccc(Cl)cc2C)cc1OC | 9 | 0.78*
CC1=C(C#N)C(c2ccccc2C(F)(F)F)C2=C(CCCC2=O)N1 (stereo not drawn) | 23 | 1.1
CS(=O)(=O)N(CC(=O)O)c1ccccc1F | -12 | 1.1
C=CCn1c2ccccc2n2nc(C)c(C(=O)/C=C/c3ccccc3[N+](=O)[O-])c12 | 20 | 0.96
O=C(NC(=S)Nc1ccc(NC(=O)c2ccc(Cl)cc2Cl)cc1)c1ccccc1 | 10 | 0.99
O=C(N/C(=C/c1ccco1)C(=O)N1CCCCC1)c1ccc([N+](=O)[O-])cc1 | -5 | 1.1
Cc1ccc(S(=O)(=O)Nc2cc(Cl)ccc2Cl)c(C)c1 | 8 | 0.96
O=C1NCC(O)=C1C=NCCc1ccc(O)cc1 | 2 | 1.1
O=C(Nc1cccc2ccccc12)c1cc(Br)ccc1Cl | 19 | 1
CC(=O)CC(=O)Nc1cccc([N+](=O)[O-])c1 | 4 | 0.99
COc1ccc(CCNC2CC(=O)N(c3ccc(C)cc3)C2=O)cc1 (stereo not drawn) | 21 | 1.1
COc1cccc(N2C(=O)C(=O)C(=C(O)c3ccccc3)C2c2ccccc2Cl)c1 (stereo not drawn) | 21 | 0.73*
N#C/C(=C\c1cccc2ccccc12)c1nc(-c2ccc(Br)cc2)cs1 | 4 | 1
Cc1ccc(-c2nc3s/c(=C/c4ccc(C(C)C)cc4)c(=O)n3n2)cc1 | -1 | 1
CCOC(=O)c1c(-c2ccccc2)oc2ccc(OC(=O)c3cccs3)cc12 | 15 | 0.9
O=C(COc1cccc2ccccc12)Nc1ccc2c(c1)OCO2 | 25 | 1
